# Assay outcomes (PubChem)
# B2AR arrestin: qHTS assay of beta-arrestin-biased ligands of beta2-adrenergic receptor; Beta-2 adrenergic receptor (Homo sapiens), P07550; beta-arrestin recruitment to beta2AR, cell-based reporter; Potency, µM (top dose mostly 46.1 µM), for the others: top-dose activation, hits mostly activators; 330,000 compounds, 0.02% hits;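 note: potency is the fitted concentration of half-maximal effect; 0% = DMSO controls and full agonism = EC100 isoproterenol or metaproterenol; nearly all actives have a fitted effect of over 65% in size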
# p53 reactivator: qHTS assay for re-activators of p53 using a Luc reporter; H1299 p53-A138V BP100-luciferase reporter, luminescence, 24 h; Potency, µM (titrated, usually from 92.2 µM), for inactives: top-dose activity change, positive = activation, most hits filed as activators; 320,000 compounds, 0.063% hits; note: potency is the fitted concentration of half-maximal effect; % of control where 0% means no effect; nearly all actives have a fitted effect of over 45% in size
#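 H1299 (p53-null), stable ts p53-A138V + BP100-Luc; 1000 cells/well, Opti-MEM/10% FBS; cpd 4 pt, 1:5; 24 h, 37 deg C, 5% CO2; detection reagent 10 min RT; luminescence.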
# ELG1 genotoxic: qHTS screen for small molecules that induce genotoxicity in human embryonic kidney (HEK293T) cells expressing luciferase-tagged ELG1 | Potency, µM (highest dose often 46 µM), for inactives: at the highest dose activity change, positive = activation, hits mostly activators | HEK293T ELG1-luciferase reporter, luminescence, 16 h | 330,000 compounds, 1.3% hits; note: potency is the fitted concentration of half-maximal effect; % of control where 0% means no effect; nearly all actives have a fitted effect of over 60% in size
#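 Cells (2,000/well) expressing the ELG1-luciferase fusion are dosed by pin tool and kept 16 hr at 37 °C, 5% CO2. Signal comes from ONE-Glo luciferase reagent after 30 min at room temperature.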
# a7 integrin act: qHTS for Activators of Integrin-Mediated Alleviation for Muscular Dystrophy | alpha7betagal myoblasts, beta-gal FDG fluorescence, 48 h | Potency, µM (titrated, usually from 38.3 µM), inactives show top-dose activation, usual class: activators | 350,000 compounds, 0.064% hits;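 note: potency is the fitted concentration of half-maximal effect; 100% = response of the positive control SU9516; nearly all actives have a fitted effect of over 60% in size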
#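 alpha7betagal+/- myoblasts (passage 13, 250/well) treated 48 h at 37C with compounds at 1:260 dilution of DMSO stock. Lysed, then beta-galactosidase activity read as FDG fluorescence (ex 480/em 540) after 30 min, with pre-read for autofluorescence.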
# Eya2 inh: qHTS Assay for Inhibitors of the Phosphatase Activity of Eya2. Protein phosphatase EYA2 (Homo sapiens), O00167. recombinant Eya2, OMFP fluorescence dephosphorylation (OMFP is methylfluorescein phosphate). Potency, µM (doses to about 76.9 µM), inactives show at the highest dose activity, negative = inhibition, usual class: inhibitors. 330,000 compounds, 0.006% hits; note: potency is the fitted concentration of half-maximal effect; % is set by controls: 0 for no effect and ±100 for the full control effect
#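 Eya2 protein (added as 0.2 uM solution) was preincubated with compound for 10 min at ambient temperature in 50 mM HEPES pH 7.5, 50 mM NaCl, 5 uM MgCl2, 0.05% BSA, 1 mM DTT. OMFP (added at 50 uM) then reacted 10 min; fluorescence read at 485/525 nm.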
# TSG101-PTAP inh: qHTS Assay for Iinhibitors of HIV-1 Budding by Blocking the Interaction of PTAP/TSG101; Tumor susceptibility gene 101 protein (Homo sapiens), Q99816; Fluorescence polarization, FITC-PTAP peptide / Tsg101 binding; Potency, µM (series often up to 115 µM), without a hit: top-dose activity change, negative = inhibition, hits mostly inhibitors; 340,000 tested, under 10 active; active = well fitted inhibition curve with a large enough effect in the main read-out, with a control signal flat, not every such curve was filed as active; inconclusive = small, poorly fitted or top-dose-only effect, or effect the other way, or a change in a side signal; inactive = no such curve, though single readings can be large or run the other way; note: potency is the fitted concentration of half-maximal effect; % of control where 0% means no effect
# Target sequence (Q99816 whole entry, looked up): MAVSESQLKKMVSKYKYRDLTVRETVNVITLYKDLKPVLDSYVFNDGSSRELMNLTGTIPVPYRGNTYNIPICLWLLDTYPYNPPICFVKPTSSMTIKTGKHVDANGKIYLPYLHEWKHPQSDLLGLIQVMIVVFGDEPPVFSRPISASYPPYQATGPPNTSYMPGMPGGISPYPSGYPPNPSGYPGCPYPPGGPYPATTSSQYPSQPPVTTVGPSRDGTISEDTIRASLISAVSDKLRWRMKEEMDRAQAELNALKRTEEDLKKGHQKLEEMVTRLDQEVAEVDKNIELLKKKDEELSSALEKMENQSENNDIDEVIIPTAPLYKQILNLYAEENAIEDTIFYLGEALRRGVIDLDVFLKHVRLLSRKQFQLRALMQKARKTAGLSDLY
#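 Compounds were pin-transferred onto Tsg101 binding domain (10 uM final) in HEPES pH 7.5 buffer, then FITC-PTAP peptide was added at 50 nM final. After 20 min at RT, polarization reported peptide displacement across a qHTS concentration series.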
# BRCA1 expr act: qHTS Assay to Identify Small Molecule Activators of BRCA1 Expression; MCF7-BRCA1-FFLuc reporter, luminescence, 48 h; response scale: scaled: vehicle 0%, 10 µM genistein 100%; Potency, µM (top dose mostly 46.1 µM), for inactives: at the top dose activation, most hits filed as activators; 380,000 compounds, 1.1% hits; AID 624202, 2012; note: potency is the fitted concentration of half-maximal effect; nearly all actives have a fitted effect of over 80% in size; some results filed as inactive show a strong effect at the top dose
#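 48 h compound treatment of MCF7-BRCA1-FFLuc cells (phenol-red free MEM, 37 °C), then 15 min with luciferase substrate and luminescence imaging.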
# USP2a block: qHTS Assay for Inhibitors of Ubiquitin-specific Protease USP2a Using CHOP2 as the Reporter. USP2 core, Ub-CHOP2 coupled fluorogenic reporter, 485/531. Potency, µM (series often up to 38.3 µM), without a hit: at the top dose activity change, negative = inhibition, actives largely listed as inhibitors. 330,000 compounds, 0.01% hits. AID 463254, 2010. Ubiquitin carboxyl-terminal hydrolase 2 (Homo sapiens), O75604;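 note: potency is the fitted concentration of half-maximal effect; plate controls were DMSO wells for no effect and full inhibition by NEM control for full effect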
# Target sequence (O75604 whole entry, looked up): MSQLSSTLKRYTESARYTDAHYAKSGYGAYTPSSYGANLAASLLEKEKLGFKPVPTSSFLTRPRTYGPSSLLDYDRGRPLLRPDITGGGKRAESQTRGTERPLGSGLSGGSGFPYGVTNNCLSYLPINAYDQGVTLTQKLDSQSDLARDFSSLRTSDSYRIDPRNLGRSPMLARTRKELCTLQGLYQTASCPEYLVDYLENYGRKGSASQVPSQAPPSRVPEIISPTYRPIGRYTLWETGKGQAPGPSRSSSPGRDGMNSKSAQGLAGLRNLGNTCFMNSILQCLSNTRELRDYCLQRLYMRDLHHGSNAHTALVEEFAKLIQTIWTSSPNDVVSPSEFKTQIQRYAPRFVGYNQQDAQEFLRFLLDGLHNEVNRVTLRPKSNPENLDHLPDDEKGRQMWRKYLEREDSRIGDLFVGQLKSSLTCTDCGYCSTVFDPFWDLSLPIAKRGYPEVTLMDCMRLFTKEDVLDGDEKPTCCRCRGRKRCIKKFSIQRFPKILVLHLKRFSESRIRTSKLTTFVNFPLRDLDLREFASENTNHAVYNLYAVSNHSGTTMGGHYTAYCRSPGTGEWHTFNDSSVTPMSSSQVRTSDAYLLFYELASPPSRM
#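 Deubiquitinase activity read as fluorescence (485/531 nm) after Ub-CHOP2 cleavage activates the enterokinase reporter on its substrate; USP2 core 10nM, Ub-CHOP2 and substrate 25nM each, 30min compound preincubation then 60min RT; data normalized to NEM, curves fitted.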
# S-ASM inh: Inhibitors of Secretory Acid Sphingomyelinase (S-ASM): qHTS | Sphingomyelin phosphodiesterase (Homo sapiens), P17405 | Potency, µM (doses to about 57.5 µM), for inactives: top-dose activity change, negative = inhibition, most hits filed as inhibitors | 340,000 compounds, 0.006% hits | placental ASM, HMU-PC fluorogenic substrate, 60 min; note: potency is the fitted concentration of half-maximal effect
#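 Human placenta-derived ASM preincubated with compound 10 min at room temperature, then reacted with 9 uM (final) fluorogenic HMU-PC substrate for 60 min at 37 C. Stop solution raises pH to 10; fluorescence read at Ex 386/Em 447 nm.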
# TRPV1 agonist: HTS Assay for Compounds that Act as Agonists of the Vanilloid Receptor 1. Transient receptor potential cation channel subfamily V member 1 (Homo sapiens), Q8NER1. TRPV1-expressing cells, Fluo-8 calcium influx, agonist mode. activation, % at 8.33 µM. 320,000 compounds, 0.19% hits; in the data active = activation above about 80%; inconclusive = between about 30% and that limit; note: 0% is about no effect
#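 Cells expressing TRPV1 were dye-loaded with Fluo-8 and read kinetically: 10 s baseline, 3 min after compound (agonist portion), then 2 min after EC20 capsaicin (allosteric enhancer portion). Calcium-bound dye fluorescence at 480/520 nm.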
# uPA generation: qHTS for Inhibitors of Cell Surface uPA Generation; cell surface uPA generation assay, qHTS; Potency, µM (series often up to 38.3 µM), without a hit: top-dose activity change, negative = inhibition, most hits filed as inhibitors; 330,000 compounds, 0.31% hits; AID 540303, 2011; active = well fitted inhibition curve with a large enough effect; inconclusive = small, poorly fitted or top-dose-only effect; inactive = no such curve, though single readings can be large or run the other way; tested in mouse RAW 264.7 cells; note: potency is the fitted concentration of half-maximal effect; % is set by controls: 0 for no effect and ±100 for the full control effect; nearly all actives have a fitted effect of over 55% in size
# Numbers without * were called inactive; i = inactive; ? = inconclusive; nt = no result given; [ ] = remark or other dose. Unless noted, calls come from the whole dose curve; as a rule, active = well fitted curve in the direction sought with a large enough effect; inconclusive = small, poorly fitted or top-dose-only effect, or another doubt; inactive = no such curve, though single readings can be large; an effect the other way counts as inactive or inconclusive. Not a hit list; 2.6% or so of the library scored in one or more.
1) Cc1c(C)n(CC(O)CNc2ccccc2)c2ccccc12 (configuration not stated)
2) Cc1c(NC(=O)C(C)OC(=O)c2ccc(Cl)nc2)c(=O)n(-c2ccccc2)n1C (configuration not stated)
3) CN(C)c1ccc(NC(=O)c2cnsn2)cc1
4) O=C(NCCCl)Nc1ccccc1NS(=O)(=O)c1cccs1
5) O=C(NCCN1CCCCC1)c1ccc(/C=N/O)nc1
6) COc1ccc(CCNC(=O)Cn2c(=O)n(-c3ccc(C)c(F)c3)c(=O)c3sccc32)cc1OC
7) COc1cccc(NC(=S)N2CCN(C(c3ccccc3)c3ccccc3)CC2)c1
8) CSc1ccc(S(=O)(=O)Nc2ccc3c(c2)OCCO3)cc1
Screen / compound no.	1	2	3	4	5	6	7	8
B2AR arrestin	-0.1%	-0.6%	-0.6%	0.3%	-0.3%	0.1%	0.1%	0.1%
p53 reactivator	-2%	7%	-4%	-4%	?	8%	6%	5%
ELG1 genotoxic	0%	0%	?	1%	-1%	-15%	0%	0%
a7 integrin act	-5%	1%	6%	0%	-11%	-56%[inhibitor]	4%	-3%
Eya2 inh	-10%	8%	5%	5%	-4%	5%	6%	-5%
TSG101-PTAP inh	2%	-1%	0%	-1%	0%	0%	0%	0%
BRCA1 expr act	0%	-42%	-49%	-7%	-2%	27%	-3%	-15%
USP2a block	2%	5%	1%	2%	2%	1%	1%	1%
S-ASM inh	-14%	2%	12%	3%	5%	-1%	0%	0%
TRPV1 agonist	2	-3	19	nt	2	-3	19	11
uPA generation	10%	0%	-6%	-1%	3%	-1%	-3%	-7%

9) O=C(Cn1c(=O)oc2cc(S(=O)(=O)NCc3ccccc3)ccc21)NCc1ccco1
10) Cc1cccc(CSc2ccc3nnc(-c4cccs4)n3n2)c1
11) COc1ccc(CN2C(=O)c3cccnc3C2=O)cc1S(=O)(=O)N1CCCC(C)C1 (configuration not stated)
12) COc1ccc(C(=O)C2CCCN(C(=O)Cn3cncn3)C2)cc1OC (configuration not stated)
13) COc1ccccc1C(=O)Nc1cc(C)on1
14) Cc1ccc(S(=O)(=O)CC(C)(O)CS(=O)(=O)c2ccc(C)cc2)cc1
15) C#CCOCCOCCOCCNc1nc(N2CCN(C(=O)[C@H](CCCCN)n3cc([C@@H](N)CC(C)C)nn3)CC2)nc(N2CCN(C(=O)[C@H](Cc3ccc(O)cc3)n3cc([C@@H](N)CC(C)C)nn3)CC2)n1
16) Cc1cc(C)nc(N(C#N)CCOc2ccccc2)n1
Screen / compound no.	9	10	11	12	13	14	15	16
B2AR arrestin	-0.2%	0.3%	-0.4%	-0.2%	0.0%	-0.5%	0.0%	nt
p53 reactivator	4%	-6%	2%	5%	nt	0%	-1%	nt
ELG1 genotoxic	1%	3%	0%	-1%[9.26 µM]	?	-6%	0%	nt
a7 integrin act	-22%	-36%	2%	23%	1%	?	26%	-43%[inhibitor]
Eya2 inh	-15%	-9%	-22%	4%	-10%	6%	14%	nt
TSG101-PTAP inh	1%	0%	-10%	-3%	-1%	-4%	-8%	-2%
BRCA1 expr act	-16%	-9%	-12%	3%	47%	-26%	9%	24%
USP2a block	-7%	5%	0%	3%	1%	-1%	-1%	nt
S-ASM inh	-2%	2%	-2%	4%	7%	0%	2%	2%
TRPV1 agonist	1	1	1	-3	-2	1	-1	6
uPA generation	0%	11%	2%	0%	-4%	5%	0%	-6%

17) S=c1[nH]nc(C2CCCCC2)n1/N=C/c1ccc(Br)s1
18) COc1ccc(/C=C(\C#N)C(=O)Nc2ccccn2)cc1
19) CCOc1ccc(N2CC(C(=O)Nc3ccc(N4CCOCC4)cc3)CC2=O)cc1 (configuration not stated)
20) C=CCNC(=O)NC(=O)COC(=O)C(C)Oc1ccc(Cl)cc1Cl (configuration not stated)
21) O=C(COc1ccccc1Cl)N1CCN(c2ccc([N+](=O)[O-])c(N3CCOCC3)c2)CC1
22) Cc1cc(N2CCCC2)ccc1NC(=O)COc1ccc(Cl)cc1
23) Cc1ccc(NC(=O)CSc2nc3sc(C)cc3c(=O)n2C)cc1
24) CCOc1ccc(S(=O)(=O)N2CCC(C(=O)Nc3cc(S(C)(=O)=O)ccc3Cl)CC2)cc1
Screen / compound no.	17	18	19	20	21	22	23	24
B2AR arrestin	-0.1%	0.0%	-0.5%	-0.1%	0.1%	-0.5%	-0.5%	-0.1%
p53 reactivator	-3%	13%	-8%	4%	-2%	-1%	1%	-7%
ELG1 genotoxic	0%	?	12%	19%	-2%	0%	-1%	-1%
a7 integrin act	22%	3%	2%	-25%	-7%	0%	20%	8%
Eya2 inh	11%	-3%	5%	1%	10%	-14%	1%	-5%
TSG101-PTAP inh	-7%	-7%	-1%	-1%	-4%	-6%	-6%	1%
BRCA1 expr act	-3%	-8%	-18%	4%	-22%	-42%	-9%	2%
USP2a block	1%	9%	1%	-8%	1%	-18%	-1%	1%
S-ASM inh	-13%	1%	-2%	-4%	-19%	-5%	-16%	1%
TRPV1 agonist	?	-5	0	-5	5	nt	2	2
uPA generation	2%	0%	-2%	2%	4%	-2%	-4%	2%

# Entries from the list above containing a cyano group:
16) Cc1cc(C)nc(N(C#N)CCOc2ccccc2)n1
18) COc1ccc(/C=C(\C#N)C(=O)Nc2ccccn2)cc1
Screen / compound no.	16	18
B2AR arrestin	nt	0.0%
p53 reactivator	nt	13%
ELG1 genotoxic	nt	?
a7 integrin act	-43%[inhibitor]	3%
Eya2 inh	nt	-3%
TSG101-PTAP inh	-2%	-7%
BRCA1 expr act	24%	-8%
USP2a block	nt	9%
S-ASM inh	2%	1%
TRPV1 agonist	6	-5
uPA generation	-6%	0%

# Continuation:
25) COc1ccc(CCNC2CCN(C)CC2)cc1OC
26) O=c1[nH]c(SCc2ccccc2F)nc2ccccc12
27) O=C(O)CN1CCCC1=Nc1ccccc1
28) COc1ccccc1C(=O)OCCN1CCOCC1
29) COc1ccc(CCNC(=O)Cn2c(=O)n(-c3ccc(F)cc3)c(=O)c3sccc32)cc1OC
30) Cc1nc(-c2cccc(C(F)(F)F)c2)sc1C(=O)O
31) CC1CC(C)CN(C(=O)COC(=O)CCc2nc3ccccc3c(=O)[nH]2)C1 (configuration not stated)
32) Cc1c(C)c2cc(Cl)c(O)c(CN3CCN(C)CC3)c2oc1=O
33) COc1cc(OC)cc(C(=O)NCCSCc2ccco2)c1
34) CCc1ccc(OCC(=O)O/N=C(\N)Cc2ccc([N+](=O)[O-])cc2)cc1
35) C=CCc1cc(Cl)ccc1OCCNCCN1CCOCC1
Screen / compound no.	25	26	27	28	29	30	31	32	33	34	35
B2AR arrestin	-1.1%	-1.1%	-0.2%	0.4%	-0.1%	-0.2%	-3.7%	0.1%	-0.2%	-0.1%	-1.0%
p53 reactivator	7%	0%	3%	4%	2%	1%	24%	-1%	0%	9%	-6%
ELG1 genotoxic	0%	8%	-1%	-2%	5%	?	1%	-6%	-10%	0%	0%
a7 integrin act	-49%[inhibitor]	-34%	-28%[7.66 µM]	3%	-46%[inhibitor]	-26%	-8%	-8%	nt	-31%	-24%
Eya2 inh	-10%	-1%	6%	15%	-11%	9%	-4%	3%	-1%	-1%	-9%
TSG101-PTAP inh	-7%	-2%	-5%	-3%	-3%	-4%	-6%	-8%	nt	-4%	1%
BRCA1 expr act	-19%	-36%	-1%	19%	3%	?	-1%	9%	nt	8%	-7%
USP2a block	2%	-2%	5%	2%	2%	4%	3%	3%	-2%	1%	2%
S-ASM inh	6%	-1%	-2%	-1%	7%	5%	1%	i	nt	-1%	1%
TRPV1 agonist	-1	3	-4	-2	0	-3	-2	-1	1	19	13
uPA generation	4%	2%	nt	4%	9%	2%	0%	-4%	nt	-11%	-2%
